Tb PFK inh: blocks T. brucei phosphofructokinase; O15648; Potency, µM (top dose mostly 57.5 µM), without a hit: at the top dose activity, negative = inhibition, hits mostly inhibitors; T. brucei PFK, ADP-Glo luminescence; 0.17% of 330,000 active;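 note: potency is the fitted concentration of half-maximal effect; 0% = uninhibited 1x PFK enzyme wells and -100% = no-enzyme wells; nearly all actives have a fitted effect of over 60% in size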
Target sequence (O15648 whole entry, looked up): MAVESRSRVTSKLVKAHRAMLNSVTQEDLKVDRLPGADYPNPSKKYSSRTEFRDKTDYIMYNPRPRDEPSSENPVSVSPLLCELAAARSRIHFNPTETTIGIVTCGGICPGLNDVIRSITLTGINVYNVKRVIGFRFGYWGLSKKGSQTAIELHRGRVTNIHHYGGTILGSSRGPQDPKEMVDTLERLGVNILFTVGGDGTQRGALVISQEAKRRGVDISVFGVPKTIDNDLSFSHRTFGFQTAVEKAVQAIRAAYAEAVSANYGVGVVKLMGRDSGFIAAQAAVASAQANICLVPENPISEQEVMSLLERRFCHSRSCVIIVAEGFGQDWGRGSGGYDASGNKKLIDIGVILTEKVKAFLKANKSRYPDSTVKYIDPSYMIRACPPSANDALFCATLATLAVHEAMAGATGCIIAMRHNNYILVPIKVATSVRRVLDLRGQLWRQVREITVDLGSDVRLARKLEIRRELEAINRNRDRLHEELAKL
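Luminescent ADP detection (ADP-Glo, two-step: ATP depletion then ADP-to-ATP conversion for luciferase) reported PFK activity after 45 min room-temperature reaction of 1.25 nM enzyme with 0.5 mM F6P and 0.1 mM ATP at pH 8.0.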
Giardia killer: kills Giardia lamblia; Giardia lamblia trophozoite viability; activity change, % at 7.66 µM, hits read low; 0.15% of 340,000 active; in the data active = activity change below about -80%; inconclusive = between about -30% and that limit;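 note: parasites exposed to compound for two days anaerobically before the ATP read; % is set by controls: 0 for no effect and ±100 for the full control effect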
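Luminescence from cellular ATP indicates surviving trophozoites (100 cells/well) following 48 hrs anaerobic compound treatment at 37 deg C; signal develops 15-30 min at room temperature.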
KCNH2 3.1 block: blocks the human KCNH2 3.1 channel isoform | 0.95% of 340,000 active | U2OS KCNH2 3.1, thallium flux FluxOr; stronger effect = lower value | AID 720553 | activity change, % (tested at about 1.8 µM);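 active = maximum activity change below -70%; inconclusive = maximum activity change from -70% to -50%; inactive = maximum activity change above -50%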;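 note: thallium influx rate constant from kinetic fluorescence after stimulation buffer; % is set by controls: 0 for no effect and ±100 for the full control effect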
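We transduce U2OS cells with the mutant 3.1 virus, culture them overnight, load FluxOr with Red40 quencher for 45 min, then add stimulation buffer and read kinetically for 2 min to derive a normalized rate constant.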
Coupling enz: inhibits coupling enzyme system, counter-screen for aldolase hits | coupling enzyme system counterscreen, AmpLite Red fluorescence | activity change, negative = inhibition, % at 58.2 µM, hits read low | 0.67% of 290,000 active | AID 2472; in the data active = activity change below about -30%; note: % is set by controls: 0 for no effect and ±100 for the full control effect
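Coupling enzymes only (glyceraldehyde-3-phosphate) + compound, at 57.5 uM final, 10 min RT; add substrate/coupling/AmpLite Red mix, 20 min RT; fluorescence ex 525/em 598 nm. Actives flag coupling-system interference.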
RORgamma inh: inhibitors of mouse ROR gamma transcriptional activity | 5.4% of 310,000 active | Drosophila S2 Gal4-RORgamma UAS-luciferase reporter, 20 h | Potency, µM (series often up to 53.6 µM), inactives show top-dose activity change, negative = inhibition, actives largely listed as inhibitors | P51450; note: potency is the fitted concentration of half-maximal effect; % is set by controls: 0 for no effect and ±100 for the full control effect; nearly all actives have a fitted effect of over 60% in size
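A Gal4/UAS one-hybrid system in insect cells: metallothionein-promoter Gal4–ROR gamma fusion plus Photinus luciferase reporter. Copper sulfate 700 uM final, 20 hr ambient incubation, luminescent detection after 10 min with reagent.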
VP16 counter: Gal4-VP16 reporter inhibition counter-screen; 3.5% of 310,000 active; Drosophila S2 Gal4-VP16 UAS-luciferase, luminescence, 20 h; Potency, µM (series often up to 53.6 µM), for the others: at the highest dose activity, negative = inhibition, hits mostly inhibitors; AID 2546;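 note: Gal4-VP16 expression switched on by copper sulfate through the metallothionein promoter; potency is the fitted concentration of half-maximal effect; % is set by controls: 0 for no effect and ±100 for the full control effect; nearly all actives have a fitted effect of over 50% in size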
NPC1 promoter act: activates the NPC1 promoter. Huh7 NPC1 promoter luciferase reporter, 24 h. Potency, µM (doses to about 9.22 µM), without a hit: at the highest dose activation, usual class: activators. 2.4% of 320,000 active. AID 485313;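 note: potency is the fitted concentration of half-maximal effect; % of control where 0% means no effect; nearly all actives have a fitted effect of over 60% in size; reporter is driven by a mutant NPC1 promoter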
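Luminescence from an NPC1 promoter-driven luciferase reporter in stably transfected Huh7 cells was measured after 24 h compound treatment at 37 °C, followed by 10 min ambient incubation with luciferase detection reagent.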
uPA surface inh: inhibitors of cell surface uPA generation | 0.31% of 330,000 active | AID 540303 | cell surface uPA generation assay, qHTS | Potency, µM (highest dose often 38.3 µM), for the others: top-dose activity change, negative = inhibition, usual class: inhibitors; active = well fitted inhibition curve with a large enough effect; inconclusive = small, poorly fitted or top-dose-only effect; inactive = no such curve, though single readings can be large or run the other way; tested in mouse RAW 264.7 cells; note: potency is the fitted concentration of half-maximal effect; % is set by controls: 0 for no effect and ±100 for the full control effect; nearly all actives have a fitted effect of over 55% in size
ELG1 genotoxic: inducers of genotoxicity in HEK293T ELG1-luciferase cells | HEK293T ELG1-luciferase reporter, luminescence, 16 h | Potency, µM (highest dose often 46 µM), for inactives: at the top dose activity change, positive = activation, most hits filed as activators | AID 504466 | 1.3% of 330,000 active; note: potency is the fitted concentration of half-maximal effect; % of control where 0% means no effect; nearly all actives have a fitted effect of over 60% in size
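DMSO vehicle served as control against compound-treated ELG1-luciferase HEK293T cells; exposure lasted 16 hr at 37 °C and 5% CO2, followed by ONE-Glo luminescence detection after 30 min.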
Rab9 prom act: Rab9 promoter activation. Huh7 Rab9 promoter-luciferase reporter, luminescence, 24 h. Potency, µM (series often up to 9.22 µM), for the others: at the top dose activation, negative = inhibition, most hits filed as activators. 2.8% of 320,000 active. AID 485297; note: potency is the fitted concentration of half-maximal effect; % of control where 0% means no effect; nearly all actives have a fitted effect of over 60% in size
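Cell-based reporter: Huh7 stable for Rab9 promoter-driven luciferase, plated in reduced-serum medium with 10% FBS at 1500 cells/well, compound-treated 24 h at 37 °C, luminescence read after 10 min reagent.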
FLuc modulator: firefly luciferase modulation, counter-screen for miR-21 project. P08659. purified FLuc, Km substrates, luminescence inhibition. Potency, µM (series often up to 57.5 µM), for the others: at the highest dose activity change, negative = inhibition, actives largely listed as inhibitors. 6.9% of 360,000 active;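 note: potency is the fitted concentration of half-maximal effect; plate controls were vehicle for no effect and reference inhibitor for full effect; nearly all actives have a fitted effect of over 55% in size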
Target sequence (P08659 whole entry, looked up): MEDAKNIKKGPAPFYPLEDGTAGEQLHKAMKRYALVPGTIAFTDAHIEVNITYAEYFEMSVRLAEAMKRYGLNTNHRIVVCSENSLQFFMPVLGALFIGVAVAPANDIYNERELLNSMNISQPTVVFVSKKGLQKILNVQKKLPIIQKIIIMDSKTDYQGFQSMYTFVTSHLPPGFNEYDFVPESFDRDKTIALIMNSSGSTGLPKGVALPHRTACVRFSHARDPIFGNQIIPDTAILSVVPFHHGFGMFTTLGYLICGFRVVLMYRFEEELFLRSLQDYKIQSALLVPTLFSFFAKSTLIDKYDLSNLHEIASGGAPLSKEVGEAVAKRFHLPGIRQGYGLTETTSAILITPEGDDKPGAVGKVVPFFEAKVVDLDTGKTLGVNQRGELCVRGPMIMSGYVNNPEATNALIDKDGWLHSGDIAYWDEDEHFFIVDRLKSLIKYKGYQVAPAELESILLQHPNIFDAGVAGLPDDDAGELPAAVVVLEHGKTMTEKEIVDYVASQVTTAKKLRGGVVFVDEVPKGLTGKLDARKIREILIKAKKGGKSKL
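Biochemical qHTS of compounds, final roughly 60 µM downward over six points, against 10 nM purified firefly luciferase using Km concentrations of substrates (10 uM D-luciferin, 10 uM ATP) in Tris acetate pH 7.5 buffer; luminescence output.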
The depositor's hits bear a star; ? = inconclusive; . = not tested or not shown; [ ] = remark or other dose. Unless noted, calls come from the whole dose curve; as a rule, active = well fitted curve in the direction sought with a large enough effect; inconclusive = small, poorly fitted or top-dose-only effect, or another doubt; inactive = no such curve, though single readings can be large; an effect the other way counts as inactive or inconclusive.

no.	molecule	Tb PFK inh	Giardia killer	KCNH2 3.1 block	Coupling enz	RORgamma inh	VP16 counter	NPC1 promoter act	uPA surface inh	ELG1 genotoxic	Rab9 prom act	FLuc modulator
1	CCCCOc1ccc(C(=O)NCC(=O)NCC(c2cccs2)N2CCOCC2)cc1 (stereo not given)	0%	2	-3	.	.	.	0%	9%	-1%	2%	-2%
2	CCc1nnc(NC(=O)CCC(=O)NC2CC2)s1	1%	-12	7	.	1%	-4%	-15%	9%	1%	-3%	0%
3	C/C(=N\N1CCN(c2ccccc2)CC1)c1cccs1	2%	15	-6	0	0%	5%	-2%	-1%	0%	2%	7%
4	O=C(NC(=S)Nc1ccc(CN2CCCCC2)cc1)c1cccc(OCc2ccccc2)c1	2%	19	?	2	10µM*	?	-1%	-6%	-10%	-8%	-17%
5	COc1ccc(NC(=O)CC2C(=O)N(C)C(=S)N2CCc2ccccc2F)cc1 (stereo not given)	0%	-15	-1	-2	40%	-6%	-3%	-7%	-17%	0%	5%
6	COCCCNC(=O)c1c(N)n(-c2ccccc2)c2nc3ccccc3nc12	?	12	8	-21	-18%	-9%	-9%	-2%	-6%	-5%	-3%
7	COc1ccc(-c2[nH]c(-c3cccc(OC)c3)nc2SCC(=O)NCc2ccco2)cc1	-3%	-2	-105*	-3	-1%	-1%	0%	-5%	-29%	1%	5%
8	N/C(=N\OC(=O)c1cccc2ccccc12)c1cccc([N+](=O)[O-])c1	-3%	-25	-5	-1	-15%	?	12%	.	1%	15%	?
9	Cc1csc(SCC(=O)Nc2ccccc2[N+](=O)[O-])n1	-4%	-8	25	-1	1%	-4%	10%	-2%	?	10%	-14%
10	COc1ccc(NC(=O)CS(=O)CC(=O)NCc2cccc(C(F)(F)F)c2)cc1 (stereo not given)	1%	-8	-16	3	17%	-10%	0%	.	4%	4%	1%
11	Clc1ccc(N=c2ssnc2Cl)nc1	2%	21	0	1	10µM*	-7%	2%	11%	-2%	2%	-3%
12	CCN1c2cccc3cccc(c23)S1(=O)=O	1%	43[activator]	-13	-11	20%	17%	0%	.	7%	1%	-2%
13	Cc1cccc(N=C2Sc3nc4c(C)c(C)ccc4cc3CN2CCN2CCOCC2)c1	-6%	-3	-26	1	24%	-5%	-1%	-5%	-5%	-5%	1%
14	CSCCC(NS(=O)(=O)c1ccc(Cl)cc1)C(=O)O (stereo not given)	3%	24	-6	2	14%	0%	-4%	4%	2%	-6%	-11%
15	Cc1cccc(/C(N)=N/OC(=O)CCCN2C(=O)c3ccccc3C2=O)c1	-4%	1	-3	-1	-27%	-5%	-5%	4%	2%	3%	-1%
16	CCc1ccc(C(=O)CSc2nnc(C3CC3)n2C2CC2)cc1	-7%	-15	11	.	.	.	16%	2%	12%	26%	.
17	CCOC(=O)c1nnn(-c2nonc2N)c1CNc1ccccc1	-8%	12	-17	6	17%	-2%	-3%	1%	1%	-1%	13%
18	CCOC(=O)c1c(C)nc2cc(C)cc(C)n12	-7%	12	-3	2	?	6%	0%	-2%	9%	12%	?
19	CN(Cc1c(C(=O)N/N=C/c2cccc(O)c2)nnn1-c1nonc1N)c1ccccc1	-1%	-7	12	-2	11%	6%	0%	-5%	-2%	3%	1%
20	CCN(CC(=O)Nc1ccccc1C(F)(F)F)C(=O)c1cc(-c2ccccc2)nn1-c1ccccc1	0%	23	-3	.	.	.	0%	6%	-7%	2%	0%
21	CC(=O)Nc1sc(NC(=O)c2ccco2)nc1-c1cccs1	3%	?	2	2	11%	22%	-1%	-7%	6%	-2%	1%
22	Cc1ccc(-n2ncc3c2CCCC3NC(=O)CCc2cnccn2)cc1C (stereo not given)	-1%	-1	-2	4	28%	-10%	5%	0%	-5%	-2%	-5%
23	Cc1ccc(Sc2ncnc(N)c2[N+](=O)[O-])cc1	2%	-6	3	2	-41%	2%	0%	1%	-7%	1%	3%
24	CC(=O)c1cn(CCC(C)C)c(=O)[nH]c1=O	2%	-6	19	1	11%	-27%	-8%	1%	-1%	-4%	-2%
25	Cc1cc(Cl)c2oc(C(=O)NCCC3CCCCO3)c(C)c2c1 (stereo not given)	0%	-20	-2	.	-8%	4%	?	-4%	?	?	21µM*

The list goes on:
no.	molecule	Tb PFK inh	Giardia killer	KCNH2 3.1 block	Coupling enz	RORgamma inh	VP16 counter	NPC1 promoter act	uPA surface inh	ELG1 genotoxic	Rab9 prom act	FLuc modulator
26	CCc1nnc(NC(=O)c2sc3nc4cc(C)ccc4cc3c2N)s1	2%	-20	-2	-4	?	-1%	13%	.	-2%	17%	9.5µM*
27	CCn1c(COc2cccc(C)c2)nnc1SCC(=O)Nc1cccc(C(=O)O)c1	-8%	15	-17	8	-10%	2%	-1%	-1%	0%	-4%	3%
28	O=C(NCCN1CCOCC1)C1CC(=O)N(c2ccc(F)c(Cl)c2)C1 (stereo not given)	-8%	23	-5	-1	-17%	8%	-1%	6%	-1%	-8%	3%
29	Cc1csc(SCC(=O)Nc2nccs2)n1	0%	5	-1	.	.	.	13%	3%	14%	-4%	-3%
30	COc1ccc(NC(=O)N2CCCc3cc(C)ccc32)c(OC)c1	-4%	-14	7	2	3%	-8%	-1%	12%	-5%	-5%	1%
31	COc1ccc2c(c1)C(=O)N1[C@H]3c4cc(OC)ccc4OC[C@@H]3[C@H](c3ccccc3)[C@]1(C)C(=O)N2	0%	?	5	.	.	.	0%	?	0%	-3%	0%
32	O=C(Nc1ccncc1)c1ccccc1-c1ccccc1	-1%	12	13	-2	14%	3%	-4%	-2%	0%	-6%	-2%
33	Cc1ccc(/C=N/NC(=O)c2cc(-c3ccc(C)o3)[nH]n2)cc1	0%	-6	-24	2	-15%	-4%	-1%	-3%	-2%	0%	?
34	O=C(Nn1cnnc1)c1cc(Cl)cc(Cl)c1	9%	-4	-2	-4	-5%	5%	1%	0%	-1%	-1%[1.84 µM]	-3%
35	O=C(Nc1ccc(Cl)c(Cl)c1)N(CCCN1CCOCC1)Cc1cccnc1	1%	-13	2	-2	33%	-1%	0%	-7%	5%	-6%	-1%
36	Cc1cc(C)c(S(=O)(=O)N2CCOC2CNC(=O)C(=O)NCCN2CCOCC2)c(C)c1 (stereo not given)	-19%	11	1	-1	1%	-1%	-6%	19%	0%	5%	6%
37	O=C(CSc1n[nH]c(-c2ccccc2)n1)Nc1ccc(N2CCOCC2)cc1	0%	-1	-6	-2	32%	-13%	0%	-24%	3%	14%	?
38	Cc1ccc(-c2csc(NC(=O)CN3CCOCC3)n2)cc1C	-1%	-6	-3	0	35%	1%	2%	0%	1%	5%	?
39	C=CCn1cnc2c(c1=O)c1nc3ccccc3nc1n2/N=C/c1cc(OC)c(OC)c(OC)c1	1%	17	-3	1	0%[10 µM]	-23%	5%	4%	-7%	3%	-2%
40	COCC1CCN(C(=O)C2CCC(=O)N(Cc3cccc(C(F)(F)F)c3)C2)CC1 (stereo not given)	0%	-7	-12	0	3%	-6%	1%	-9%	4%	-1%	-4%
41	O=C(NCC1COc2ccccc2O1)c1ccc(Cl)cc1 (stereo not given)	-9%	8	-11	-1	?	?	3.5µM*	0%	12µM*	2.5µM*	7.6µM*
42	CCOc1ccc(CCNC(=O)Nc2ccccc2)cc1OCC	-5%	25	-8	2	8%	6%	-4%	-2%	-10%	8%	-3%
43	Cc1cc(C)c(S(=O)(=O)Cc2ccccc2)c(OC(C)C)n1	8%	-5	6	0	-22%	6%	5%	-12%	0%	3%	0%
44	Cn1nc(C(=O)N2CCN(c3ccc([N+](=O)[O-])cc3)CC2)c2c1-c1ccccc1S(=O)(=O)C2	0%	-28	?	1	10%	-6%	-4%	9%	6%	-14%	-1%
45	CN(C)c1cccc(C(=O)N(C)C2CCCN(Cc3ccccc3F)C2)c1 (stereo not given)	0%	0	7	0	-19%	5%	0%	54%[activator]	1%	2%	2%
46	COc1cc(CN2CC(C)CC(C)C2)cc([N+](=O)[O-])c1O (stereo not given)	4%	10	-17	6	-14%	3%	-7%	-2%	0%	?	0%
47	CCOc1ccc(N(CC(=O)N2CCN(c3ccccc3)CC2)S(=O)(=O)c2c(C)noc2C)cc1	2%	?	-15	0	37%	2%	0%	4%	-10%	0%	0%

Screens as filed in PubChem.
